Assay outcomes as filed in PubChem.
BAP1 inh = blocks human BAP1 ubiquitin-AMC hydrolysis | 72,000 compounds, 0.48% hits | Q92560 | activity remaining (% of control), % at 20 µM | recombinant BAP1, Ub-AMC hydrolysis fluorescence kinetic; hits give low values;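 active = activity remaining at or below 50% of control, provided the compound also passes the data quality filters; inactive = the rest, including low values that fail the filters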;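 also: 100% = DMSO wells rate and 0% = substrate alone blank rate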
HePTP inhibitor = inhibitors of human HePTP phosphatase; 110,000 compounds, 0.64% hits; P35236; recombinant HePTP phosphatase activity, OD absorbance; AID 521; inhibition, % at 20 µM; in the data active = inhibition above about 50%;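 also: plate controls were vehicle for no effect and reference inhibitor for full effect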
Target sequence (P35236 whole entry, looked up): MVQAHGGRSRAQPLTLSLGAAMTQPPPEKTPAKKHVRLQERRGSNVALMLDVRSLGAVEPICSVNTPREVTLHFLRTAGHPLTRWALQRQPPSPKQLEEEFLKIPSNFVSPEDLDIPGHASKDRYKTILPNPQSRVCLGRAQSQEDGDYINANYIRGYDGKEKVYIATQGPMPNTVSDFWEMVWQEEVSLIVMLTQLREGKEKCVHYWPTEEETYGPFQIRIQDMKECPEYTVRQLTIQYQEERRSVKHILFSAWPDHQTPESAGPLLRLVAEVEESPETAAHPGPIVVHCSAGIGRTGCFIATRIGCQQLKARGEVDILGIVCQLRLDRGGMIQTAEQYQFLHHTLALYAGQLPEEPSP
An asterisk follows results filed as active; i = inactive; nt = no result given; & = joins results of further samples.

SMILES	BAP1 inh	HePTP inhibitor
COc1ccc(NC(=O)C2CCCCN2CC(=O)OCc2ccccc2)cc1OC (stereo not drawn)	134	4
O=c1[nH]c(NCCO)nc2c1C1(CCCCC1)Cc1ccccc1-2	i	6
COc1ccc(-c2nc3c(n2O)CCc2c-3no[n+]2[O-])cc1	nt	-8
CCCOc1cccc(CN2CCCCC2c2cccnc2)c1 (stereo not drawn)	156	-3
O=C(O)CCC(C(=O)O)N1C(=O)/C(=C\C(Cl)=C/c2ccc([N+](=O)[O-])cc2)SC1=S (stereo not drawn)	nt	22
O=C(NC(Cc1ccccc1)C(=O)NCCc1c[nH]c2ccccc12)OCc1ccccc1 (stereo not drawn)	nt	9
C(=C\c1ccccc1)/CN1CCN(c2ncnc3c2oc2ccccc23)CC1	nt	-2
O=C(c1cnc2n(c1=O)CCS2)N(c1ccccc1)C1CCCCC1	96	9
CCC/C(O)=C1\C(=O)CCCC1=NC(C)C(=O)O (stereo not drawn)	92	7
O=C(c1cccc(Cl)c1)N1CCc2ccccc21	nt	0
COc1ccc2nc(SCC(=O)Nc3ccc(C)cc3)[nH]c2c1	nt	0
Cc1ccccc1-c1nnc(NC(=O)Nc2ccc(Cl)c(Cl)c2)s1	nt	-8
CCCCN(C(=O)c1ccc(Cl)cc1)C1CC2CCC(C1)N2C (stereo not drawn)	87	-2
NS(=O)(=O)c1ccc(-n2nncc2C23CC4CC(CC(C4)C2)C3)cc1	110	5
O=C(CN1CCN(C(=O)N2CCCCC2)CC1)Nc1ccc(F)cc1	76	4
CC1CCN(CCCCOc2c(Cl)cccc2Cl)CC1	nt	9
Cc1ccc(CN2C(=O)CCC2C(=O)NCCCN2CCCCC2C)cc1 (stereo not drawn)	103	6
CCCCc1c(C)nc(N/N=C/c2ccc(OCCC)cc2O)[nH]c1=O	nt	0
O/C(=C\Sc1nnc(Cc2ccccc2)o1)c1ccc(Br)cc1	107	6
CC(C)(C)n1nc2c(c1NC(=O)c1ccc(S(=O)(=O)N3CCCC3)cc1)CS(=O)C2 (stereo not drawn)	106	9
COCCCNC(=O)C(=O)Nc1cc(C)ccc1OC	nt	11
NC(=O)CSc1nnc(-c2ccc(S(=O)(=O)N3CCOCC3)cc2)n1Cc1ccccc1	88	9
COc1ccccc1Nc1ncnc2ccc(Br)cc12	nt	6
O=C(NC(c1ccccc1)c1ccccc1)c1ccccn1	nt	-2
C=CCSC1=C(C#N)C(c2ccccc2Cl)CC(=O)N1 (stereo not drawn)	95	6
O=C(COc1ccc(Cl)cc1Br)Nc1ccc(Nc2ccccc2)cc1	nt	-14
CC(=O)Oc1ccc(C(=O)Nc2ccc(C)cc2C(=O)O)cc1	nt	3
N#Cc1c(/N=C/c2ccccc2Cl)sc2c1CCCC2	nt	6
CC(C)(C)NC(=O)CC(CC(=O)O)c1ccccc1 (stereo not drawn)	99	12
Cn1c(=O)c2c(nc(Sc3n[nH]c(N)n3)n2Cc2ccccc2Cl)n(C)c1=O	82	-1
Cc1ccc(Nc2nc(N)nc(CSc3nnnn3-c3ccccc3)n2)cc1	51	-9
CN(C)S(=O)(=O)Nc1ccccc1C(N)=O	77	5
CC(=O)C1=C(O)C(=O)N(CCN(C)C)C1c1ccc(C(C)C)cc1 (stereo not drawn)	nt	6
Cc1nc2cc(-c3ccc(F)cc3)nn2c(N2CCOCC2)c1C	101	6
CCOc1ccc(Nc2nc(-c3cccs3)cs2)cc1	nt	0
COc1ccc(N(Cc2cc3ccc(C)cc3[nH]c2=O)C(=O)c2ccco2)cc1	136	6
Nc1c(C(=O)c2cccc([N+](=O)[O-])c2)sc2nccc(Nc3ccccc3)c12	nt	-5
Nc1ccc(NC(=O)c2ccccc2)cc1	nt	7
CCOC(=O)Cn1c(=O)oc2cc(S(=O)(=O)Nc3c(C)cc(C)cc3C)ccc21	93	7
O=C(CCN1CCN(CCC(=O)c2ccccc2)CC1)c1ccccc1	106	-11
NNc1nc(-c2ccccc2)cs1	nt	0
CC(=O)C1=C(C)NC(=O)NC1c1ccccc1 (stereo not drawn)	nt	-11
Brc1ccc(CSc2nnc(-c3ccccn3)n2Cc2ccco2)cc1	nt	-6
COCCOC(=O)c1ccc(NC(=O)c2ccccc2CCc2ccccc2)cc1	nt	-2
O=C(Nc1nnc(C2CC2)s1)c1cccc(S(=O)(=O)N2CCc3ccccc32)c1	nt	4
O=C(Nc1ccccc1)N1C(=O)C2(OCCO2)c2ccccc21	96	6
Cc1c(C(=O)O)oc2c1ccc1ccccc12	88	-6
CCOC(=O)c1c(-n2c(C)cc(/C=C3\NC(=S)NC3=O)c2C)sc2c1CCCC2	nt	-4
Cn1ncc(C#N)c1/N=C/N(Cc1ccccc1)Cc1ccccc1	102	4
Cc1cc(=O)n2nc(N3CCCC(C(=O)NCCC4=CCCCC4)C3)sc2n1 (stereo not drawn)	93	8

(continued)
SMILES	BAP1 inh	HePTP inhibitor
O=C(CSc1n[nH]c(-c2ccccc2)n1)Nc1ccc(Br)cn1	129	nt
Cc1ccc(C(=O)Nc2cccc(NC(=O)c3cccc(Cl)c3)c2)cc1	nt	-1
Cc1noc(C)c1CSc1nnc(-c2ccncc2)n1-c1cccc(Cl)c1C	105	-11
COCCn1c(N)c(C(=O)Nc2sc3c(c2C(=O)OC)CCCC3)c2nc3ccccc3nc21	74	5
O=C(NCc1csc(-c2ccccc2)n1)c1ccco1	92	6
Cc1ccccc1OCC(=O)Nc1nc(-c2ccc(Br)cc2)cs1	nt	-8
O=C(CC1Nc2ccccc2NC1=O)Nc1cccc(C(=O)O)c1 (stereo not drawn)	nt	52*
Cc1cc2c(c(=O)n1CC1CCCO1)C(c1ccco1)C(C#N)=C(N)O2 (stereo not drawn)	103	10
O=C1C=CC(=O)C(/C(=C/NCc2ccccc2)[N+](=O)[O-])=C1	nt	104*
COc1cccc(OCCOc2ccccc2/C=C2/SC(=S)N(Cc3ccccc3)C2=O)c1	nt	3
C=CCc1cccc2cc(C(=O)Nc3cccc4c3C(=O)c3ccccc3C4=O)c(=O)oc12	nt	-21
COc1cccc(N(CC(=O)Nc2ccc(I)cc2)S(=O)(=O)c2ccccc2)c1	nt	-1
COC(=O)c1c(N=CN(C)C)c(C#N)c(C)n1-c1ccccc1	nt	4
COc1cc(OC)c(OC)cc1CN1CCN(Cc2ccncc2)CC1	nt	1
Cc1cc(C(=O)N=Nc2c(O)n(C)c3ccc(Br)cc23)n[nH]1	nt	5
CC(=O)Oc1ccc(NC(=O)C2CCCCC2)c(C(=O)O)c1	98	5
CC(=O)Nc1ccc(NS(=O)(=O)c2ccc(C)cc2)cc1	nt	2
CCOC(=O)c1ccc(-n2c(=O)[nH]c3ccccc3c2=O)cc1	132	0
CCCCOCCCNC(=O)C1CCCCC1	92	-2
COc1cc(/C=C2\SC(=N)N(c3ccc(F)cc3)C2=O)ccc1O	nt	-14

Two entries from above, bar-delimited:
mol | BAP1 inh | HePTP inhibitor
CCOC(=O)c1ccc(-n2c(=O)[nH]c3ccccc3c2=O)cc1 | 132 | 0
COc1cc(/C=C2\SC(=N)N(c3ccc(F)cc3)C2=O)ccc1O | nt | -14

Carrying on.
SMILES	BAP1 inh	HePTP inhibitor
CCOC(=O)Cc1nnn(CC(=O)OCC)n1	nt	0
CCOc1ccc(NC(=S)NC2CCCC2)cc1	nt	-9
CN(C)c1ccc(C=NC2=NN(c3ccccc3)CC2)cc1	nt	4
N#C/C(C(=O)c1ccccc1)=C1/CCCCCN1	98	0
C=CCn1c(-c2ccccc2)c(NC(=O)c2ccco2)sc1=Nc1ccccc1Cl	nt	9
CCOC(=O)c1c(NC(=O)CCC(=O)NCc2ccco2)sc2c1CCCC2	179	6
OCCN1CCN(c2ncnc3c2sc2nc(N4CCOCC4)c4c(c23)CCC4)CC1	nt	2
COc1ccc(S(=O)(=O)N(CC(=O)NCc2ccco2)C2CCCCC2)cc1OC	94	8
COc1cc2c(C(=O)N3CCCc4ccccc43)cn(C)c(=O)c2cc1OC	nt	0
COc1ccc(OC)c(NCC(O)Cn2c3ccccc3c3ccccc32)c1 (stereo not drawn)	nt	-7
Cc1nn(-c2ccccc2)c(CC(C)(C)C(=O)O)c1C(=O)O	83	3
COc1ccc2ccccc2c1/C=N/NC(=O)c1cccc(Br)c1	nt	6
COc1cc(C2N(c3ccc(Cl)c(Cl)c3)C(=O)C3CCCN32)cc(OC)c1OC (stereo not drawn)	98	-3
Cc1cc2cc(CNC(=O)c3cc4ccccc4o3)ccc2n1C	97	18
Cc1ccc(C(=O)CCNc2ccccc2)o1	129	10&12
CN(C(=O)C1CCOC1)c1nnc(-c2ccncc2)s1 (stereo not drawn)	215	5
NC(=O)c1cc[n+](CC2=C(C(=O)O)N3C(=O)[C@@H](NC(=O)[C@@H](c4ccccc4)S(=O)(=O)[O-])[C@H]3SC2)cc1	90	nt
O=C(Nc1ccc(S(=O)(=O)Nc2nccs2)cc1)c1ccc(Cl)c(Cl)c1	nt	-10
O=C(NCCN1CCOCC1)c1ccc(Cl)c([N+](=O)[O-])c1	159	nt
N#Cc1cn(CC(=O)NCC2CCCO2)c2ccccc12 (stereo not drawn)	107	1
Cc1ccc(-c2nc3cccnc3o2)cc1NC(=O)COc1ccc2ccccc2c1	102	7
COc1ccc(COC(=O)C2=C(C)NC(=O)CC2c2c(F)cccc2Cl)cc1 (stereo not drawn)	nt	-6
CC(=O)C1=C(O)C(=O)N(CC2CCCO2)C1c1ccc(Br)cc1 (stereo not drawn)	nt	4
CC(C(=O)N1CCc2ccccc21)N1CCc2ccccc2C1 (stereo not drawn)	103	5
CN(Cc1ccccc1)C(=O)c1ccc(CN2CCc3ccccc3C2)cc1	nt	0
Cc1ccc(OCC(=O)NNC(=O)CC#N)c(C)c1	nt	4
Cc1ccc(S(=O)(=O)c2cc(O)ccc2O)cc1	nt	2
CCOC(=O)CCC(=O)N1CCOCCN(C(=O)CCC(=O)OCC)CCOCC1	98	4
CCN(CC)c1nc(N)c2c(N)n(-c3ccccc3C)c(=S)c(C#N)c2c1C#N	89	6
Cc1cccc(C(=O)N/N=C/c2ccc(OC3CSC3)cc2)c1	nt	4
Cc1cc(C)cc(NC(=O)CN(c2cccc(C(F)(F)F)c2)S(C)(=O)=O)c1	nt	0
CC(C)OP(=O)(c1ccc(N(C)C)cc1)C(O)c1ccccc1F (stereo not drawn)	88	2
CO[C@H]1C=CO[C@@]2(C)Oc3c(C)c(O)c4c(O)c(c(C=NN5CCN(C)CC5)c(O)c4c3C2=O)NC(=O)C(C)=CC=C[C@H](C)[C@H](O)[C@@H](C)[C@@H](O)[C@@H](C)[C@H](OC(C)=O)[C@@H]1C	104	11
CCn1c2ccccc2c2cc(NC(=O)CCCN3C(=O)CCC3=O)ccc21	96	-2
Cc1cc(C)n(-c2nc3ccccc3nc2Nc2ccc(CC(=O)O)cc2)n1	88	4
CCOc1ccccc1NC(=O)c1c(NC(=O)c2ccccc2Br)sc2c1CCCC2	nt	-1
CCOc1cc(C2Nc3ccccc3NC3=C2C(=O)CC(c2ccc(OC)cc2)C3)cc(Cl)c1O (stereo not drawn)	nt	-1
CC(C)CCNC(=O)NC(=O)CN1C(=O)NC2(CCCCC2)C1=O	118	-10
Cn1c(=O)c2c(nc(CN3CCOCC3)n2CCN2CCOCC2)n(C)c1=O	70	-6
Cc1c(-n2c(O)c(C3=c4cc(Cl)ccc4=NC3=O)sc2=S)c(=O)n(-c2ccccc2)n1C	nt	12

Structural class: those above with two or more sulfur atoms (10)
SMILES	BAP1 inh	HePTP inhibitor
O=C(O)CCC(C(=O)O)N1C(=O)/C(=C\C(Cl)=C/c2ccc([N+](=O)[O-])cc2)SC1=S (stereo not drawn)	nt	22
CC(C)(C)n1nc2c(c1NC(=O)c1ccc(S(=O)(=O)N3CCCC3)cc1)CS(=O)C2 (stereo not drawn)	106	9
NC(=O)CSc1nnc(-c2ccc(S(=O)(=O)N3CCOCC3)cc2)n1Cc1ccccc1	88	9
CCOc1ccc(Nc2nc(-c3cccs3)cs2)cc1	nt	0
O=C(Nc1nnc(C2CC2)s1)c1cccc(S(=O)(=O)N2CCc3ccccc32)c1	nt	4
CCOC(=O)c1c(-n2c(C)cc(/C=C3\NC(=S)NC3=O)c2C)sc2c1CCCC2	nt	-4
COc1cccc(OCCOc2ccccc2/C=C2/SC(=S)N(Cc3ccccc3)C2=O)c1	nt	3
NC(=O)c1cc[n+](CC2=C(C(=O)O)N3C(=O)[C@@H](NC(=O)[C@@H](c4ccccc4)S(=O)(=O)[O-])[C@H]3SC2)cc1	90	nt
O=C(Nc1ccc(S(=O)(=O)Nc2nccs2)cc1)c1ccc(Cl)c(Cl)c1	nt	-10
Cc1c(-n2c(O)c(C3=c4cc(Cl)ccc4=NC3=O)sc2=S)c(=O)n(-c2ccccc2)n1C	nt	12

New compounds follow
SMILES	BAP1 inh	HePTP inhibitor
COc1ccc(NC(=O)c2c(-c3ccccc3)noc2C)c(OC)c1	nt	10
Cc1c(Cl)cccc1NC(=O)CC(NCCN1CCOCC1)C(=O)O (stereo not drawn)	106	2
CCOc1ncccc1C(=O)OCC(=O)N1CCN(S(=O)(=O)c2ccccc2)CC1	107	5
O=C(O)CCCN1C(=O)/C(=C\c2ccc(-c3cccc([N+](=O)[O-])c3)o2)SC1=S	nt	97*
Cc1ccccc1OCCn1nc(C(=O)O)c2ccccc2c1=O	66	9
COc1ccc(-n2nnc3c(=O)n(CC(=O)NCC4CCCO4)cnc32)cc1 (stereo not drawn)	99	10
c1ccc2c(CN3CCCC3)ccc(CN3CCCC3)c2c1	nt	-4
